Rv3671c inh: Rv3671c serine protease inhibitors, primary screen, biochemical, fluorescence polarization, M. tuberculosis H37Rv. hit rate 0.048% among 320,000. P9WHR9. inhibition, % at 5.96 µM; in the data active = inhibition above about 38%;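 note: extracellular domain of Rv3671c used as enzyme; 0% = enzyme with DMSO and 100% = no enzyme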
MazEF act: activators of E. coli MazEF toxin-antitoxin RNase, primary screen, biochemical, fluorescence, uHTS; Endoribonuclease toxin MazF (Escherichia coli (strain K12)), P0AE70; FAM/BHQ RNA-DNA oligo cleavage fluorescence, 5 h; activation, % at 20 µM; hit rate 0.32% among 350,000; in the data active = activation above about 50%
Anthrax LF inh2: Bacillus anthracis LF protease inhibitors, primary screen, biochemical, multiplex microsphere, MLPCN library; Lethal factor (Bacillus anthracis), P15917; multiplex microsphere protease cleavage assay; inhibition, % at 10 µM; hit rate 0.12% among 360,000; in the data active = inhibition above about 30%; inconclusive = no clear call, values can overlap the other calls; note: plate controls were buffer without enzyme for full effect and enzyme alone for no effect
3CLpro inhibitor: SARS-CoV 3CLpro protease inhibitors, primary screen, biochemical, quenched FRET | hit rate 0.14% among 290,000 | recombinant SARS-CoV 3CLpro, quenched FRET peptide cleavage | inhibition, % at 6 µM | AID 1706, 2009 | Replicase polyprotein 1ab (Severe acute respiratory syndrome coronavirus), P0C6X7; in the data active = inhibition above about 12%
Vc quorum ag: inducers of Vibrio cholerae quorum light production without autoinducers, primary screen, BH1578 luxS cqsA deficient, single point. V. cholerae BH1578 lux reporter, luminescence, 6 h. activation, % at 18.7 µM. hit rate 0.16% among 350,000; in the data active = activation mostly above about 9.7%, no sharp cut-off; inconclusive = no clear call, values can overlap the other calls; inactive = mostly below about 3.7%; note: not every result past the cut was called active; inactives centre near 0; reference of the scale not given here
DUSP3 inh: VHR1 phosphatase inhibitors, primary screen, biochemical, absorbance, uHTS; Dual specificity protein phosphatase 3 (Homo sapiens), P51452; AID 1654, 2009; inhibition, % at 13.3 µM; hit rate 0.52% among 290,000; recombinant VHR phosphatase, pNPP absorbance; in the data active = inhibition above about 50%; note: some compounds called inactive have numbers as strong as hits
Y pestis TopoI: Yersinia pestis topoisomerase I inhibitors, primary screen, biochemical, cleavage product accumulation, plate reader, single point. Y. pestis Topo-I cleavage product accumulation. activity, % at 10 µM. hit rate 0.064% among 360,000. DNA topoisomerase I (Yersinia pestis CO92); in the data active = activity above about 50%, passing the limit was not always enough; inconclusive = no clear call, values can overlap the other calls; note: inactives centre near 2
PriA SSB inh: inhibitors of Klebsiella pneumoniae PriA binding to SSB C-terminal tail, primary screen, biochemical, AlphaScreen; PriA–SSB C-terminal tail interaction (Klebsiella pneumoniae); AlphaScreen SSBct-PriA binding, biotinylated peptide; inhibition, % at 33 µM; hit rate 0.6% among 430,000; in the data active = inhibition mostly above about 37%, no sharp cut-off; inactive = mostly below about 20%;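 note: plate controls were negative control peptide for no effect and reference peptide for full effect; strong numbers were not always called active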
PfHsp40 rescue: rescue of yeast from PfHsp40 toxicity, primary screen, S. cerevisiae, ATP luminescence; S. cerevisiae expressing PfHsp40, growth rescue; growth rescue, % at 12.5 µM; hit rate 0.68% among 340,000; in the data active = growth rescue above about 28%, passing the limit was not always enough; inconclusive = no clear call, values can overlap the other calls;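 note: yeast W303a lacking pdr1 and pdr3 grown in galactose medium; growth measured after three days at 30 °C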
TcdB inh: TcdB glycohydrolase inhibitors, primary screen, biochemical, single point, plate reader; Toxin B (Clostridioides difficile), P18177; TcdB glycohydrolase enzymatic assay; inhibition, % at 9.99 µM; hit rate 0.24% among 350,000; AID 652162, 2013; in the data active = inhibition above about 10%
Target sequence (P18177 whole entry, looked up): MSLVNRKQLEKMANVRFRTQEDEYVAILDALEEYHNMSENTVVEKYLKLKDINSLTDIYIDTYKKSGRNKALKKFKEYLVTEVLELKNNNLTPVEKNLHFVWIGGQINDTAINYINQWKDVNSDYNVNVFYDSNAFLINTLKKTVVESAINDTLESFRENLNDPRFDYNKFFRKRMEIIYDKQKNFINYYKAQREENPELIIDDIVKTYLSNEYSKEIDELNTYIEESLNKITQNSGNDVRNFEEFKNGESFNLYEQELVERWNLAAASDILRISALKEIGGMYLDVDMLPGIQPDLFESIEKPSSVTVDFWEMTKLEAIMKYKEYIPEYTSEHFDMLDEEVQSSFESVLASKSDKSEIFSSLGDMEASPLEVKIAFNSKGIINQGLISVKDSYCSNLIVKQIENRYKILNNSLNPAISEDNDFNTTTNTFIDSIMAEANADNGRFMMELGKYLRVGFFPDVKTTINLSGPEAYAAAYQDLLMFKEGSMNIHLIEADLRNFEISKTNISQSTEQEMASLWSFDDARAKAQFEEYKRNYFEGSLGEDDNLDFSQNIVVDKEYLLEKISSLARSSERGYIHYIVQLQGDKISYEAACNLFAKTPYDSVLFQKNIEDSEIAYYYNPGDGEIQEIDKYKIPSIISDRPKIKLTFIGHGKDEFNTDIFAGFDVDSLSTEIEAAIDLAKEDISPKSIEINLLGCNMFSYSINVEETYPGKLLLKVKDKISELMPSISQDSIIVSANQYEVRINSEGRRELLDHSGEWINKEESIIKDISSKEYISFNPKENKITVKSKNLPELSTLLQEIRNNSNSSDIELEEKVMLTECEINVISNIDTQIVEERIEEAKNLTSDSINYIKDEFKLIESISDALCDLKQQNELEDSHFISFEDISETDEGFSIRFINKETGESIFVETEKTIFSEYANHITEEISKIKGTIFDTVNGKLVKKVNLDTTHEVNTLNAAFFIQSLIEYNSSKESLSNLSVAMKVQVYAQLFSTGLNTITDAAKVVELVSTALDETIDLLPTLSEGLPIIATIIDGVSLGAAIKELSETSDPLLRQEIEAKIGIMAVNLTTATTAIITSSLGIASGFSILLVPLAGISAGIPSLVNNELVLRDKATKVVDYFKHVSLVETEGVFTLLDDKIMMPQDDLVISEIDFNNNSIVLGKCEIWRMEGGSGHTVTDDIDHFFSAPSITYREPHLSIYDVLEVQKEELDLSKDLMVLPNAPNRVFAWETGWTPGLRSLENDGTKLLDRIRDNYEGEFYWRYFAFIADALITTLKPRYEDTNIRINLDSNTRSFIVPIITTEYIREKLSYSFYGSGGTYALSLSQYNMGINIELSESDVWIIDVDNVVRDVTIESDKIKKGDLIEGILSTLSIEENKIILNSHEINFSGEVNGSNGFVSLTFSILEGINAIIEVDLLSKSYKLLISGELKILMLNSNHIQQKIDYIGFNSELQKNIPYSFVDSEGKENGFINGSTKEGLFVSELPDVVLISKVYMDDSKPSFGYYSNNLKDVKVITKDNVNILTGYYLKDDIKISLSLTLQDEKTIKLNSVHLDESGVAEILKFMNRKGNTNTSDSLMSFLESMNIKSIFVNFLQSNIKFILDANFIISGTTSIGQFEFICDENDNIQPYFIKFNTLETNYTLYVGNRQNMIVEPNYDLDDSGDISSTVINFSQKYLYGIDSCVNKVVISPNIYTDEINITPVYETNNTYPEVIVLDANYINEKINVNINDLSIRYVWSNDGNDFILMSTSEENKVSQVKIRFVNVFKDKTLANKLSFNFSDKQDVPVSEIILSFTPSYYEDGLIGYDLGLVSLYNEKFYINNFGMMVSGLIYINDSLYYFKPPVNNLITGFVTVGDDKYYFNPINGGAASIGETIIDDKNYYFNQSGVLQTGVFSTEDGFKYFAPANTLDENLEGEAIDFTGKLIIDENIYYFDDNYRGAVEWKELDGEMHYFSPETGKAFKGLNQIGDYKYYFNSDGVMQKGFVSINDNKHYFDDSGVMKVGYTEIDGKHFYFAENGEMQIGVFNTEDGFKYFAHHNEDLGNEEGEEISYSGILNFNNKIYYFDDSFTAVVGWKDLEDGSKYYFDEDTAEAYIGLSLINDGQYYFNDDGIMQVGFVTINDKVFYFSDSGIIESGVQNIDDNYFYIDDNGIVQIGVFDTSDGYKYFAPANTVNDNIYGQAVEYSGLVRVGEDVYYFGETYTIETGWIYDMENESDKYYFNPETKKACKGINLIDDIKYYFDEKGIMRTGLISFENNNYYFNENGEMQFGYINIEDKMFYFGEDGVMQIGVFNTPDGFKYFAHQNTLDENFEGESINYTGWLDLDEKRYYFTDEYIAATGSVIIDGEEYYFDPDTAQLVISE
The depositor's hits bear a star; i = inactive; ? = inconclusive; · = not tested or not shown; & = joins results of further samples. Some of the compounds tested; the hit share may differ from the screen's.

SMILES	Rv3671c inh	MazEF act	Anthrax LF inh2	3CLpro inhibitor	Vc quorum ag	DUSP3 inh	Y pestis TopoI	PriA SSB inh	PfHsp40 rescue	TcdB inh
COc1ccc(Cl)cc1NC(=O)CN(C)C(=O)c1ccc(OCc2ccccc2)c(OC)c1	-14.6	-5.4	-0.5	·	-5.3	·	11.3	0.7	0.0	2.6
CC(=O)N1c2ccc(S(=O)(=O)N3CCC(C(=O)Nc4cccc(C(F)(F)F)c4)CC3)cc2CC1C (stereo not drawn)	-54.7	6.1	-0.7	-0.3	i	28.0	2.1	-1.6	-0.2	0.3
CCCOc1ccc(CN(CCO)CCO)cc1[N+](=O)[O-]	-3.3	8.5	-1.8	4.8	-0.5	-16.1	2.4	-4.5	2.1	0.2
CCOC(=O)c1ccc(NC(=O)CSc2nnc(Cc3cccs3)n2C)cc1	6.5	0.1	-1.9	3.8	·	7.2	13.9	0.1	2.3	0.2
Cc1ccc(Cn2c(=O)cc(C(=O)O)c3ccccc32)cc1	4.7	-1.8	1.5	-4.2	-0.4	-0.7	-2.3	-7.9	0.4	0.6
COCC(=O)N(CCc1ccc(OC)c(OC)c1)Cc1nc2ccccc2c(=O)[nH]1	-1.3	-5.0	-2.6	-0.3	-0.4	7.8	1.2	-9.7	-0.6	·
Cc1cccc(-n2c(=O)c3c4c(sc3n3c(=S)[nH]nc23)CCC4)c1	·	4.3	4.5	0.3	-0.4	18.4	4.5	10.6	-0.2	1.7
CCOC(=O)c1sc(-c2cccc([N+](=O)[O-])c2)cc1N	2.5	15.9	-2.0	3.5	i	17.8	5.5	-29.0	-0.4	0.7
Cc1ccccc1-n1nnnc1SCCCC(=O)c1ccc(F)cc1	4.1	2.0	-6.2	-1.2	i	16.9	21.7	-39.3	4.2	-0.5
CC(C)c1ccc(NC(=O)C(c2ccc3c(c2)OCO3)N2CCC3(CC2)OCCO3)cc1 (stereo not drawn)	-2.8	1.3	-2.0	2.9	-7.1	25.6	7.8	2.5	1.5	·
CCOc1ccc(N(CC(=O)NC2CCCCC2)C(=O)CCC(=O)Nc2nc(C)cs2)cc1	-7.0	5.0	-3.1	-2.2	i	29.3	5.9	-16.6	-0.1	0.1
COc1ccc(OC)c(CCNC(=O)CCCC(=O)n2ncc3cc(C)ccc32)c1	-2.9	-1.6	1.7	-1.5	-0.3	33.1	25.0	1.1	0.5	0.3
Nc1nnc2c(n1)CCCC2	-88.6	0.6	4.6	-2.8	i	-1.8	-1.0	7.3	0.7	·
Cc1cccc(/C=C2\Sc3ccc(C(=O)N4CCC(C(N)=O)CC4)cc3N(C)C2=O)c1	1.3	-34.1	·	-1.3	-0.2	8.0	40.6	-3.5	-1.3	0.7
CC(C)C(NC(=O)CCNC(=O)c1ccccc1Cl)c1nc2ccccc2[nH]1 (stereo not drawn)	-3.5	-4.6	-6.1	·	i	·	-1.8	-1.3	-2.7	-3.1

Copied from the list:
Cc1cccc(-n2c(=O)c3c4c(sc3n3c(=S)[nH]nc23)CCC4)c1 in PriA SSB inh has 10.6
CC(C)c1ccc(NC(=O)C(c2ccc3c(c2)OCO3)N2CCC3(CC2)OCCO3)cc1 (stereo not drawn) in Rv3671c inh has -2.8
COc1ccc(Cl)cc1NC(=O)CN(C)C(=O)c1ccc(OCc2ccccc2)c(OC)c1 in PfHsp40 rescue has 0.0

Next entries follow:
SMILES	Rv3671c inh	MazEF act	Anthrax LF inh2	3CLpro inhibitor	Vc quorum ag	DUSP3 inh	Y pestis TopoI	PriA SSB inh	PfHsp40 rescue	TcdB inh
O=C(Nc1cccc(S(=O)(=O)NC2=NCCC2)c1)c1ccccc1OC(F)F	6.2	0.1	·	·	0.0	·	2.1	-22.9	0.1	0.5
CCc1ccc(OCC(=O)NC(=S)Nc2cccc(CO)c2)c(Br)c1	-4.3	-9.1	1.6	2.2	i	15.6	1.8	-4.9	1.5	·
CCN(CC)C(C(=O)Nc1ccc(C(C)C)cc1)c1ccc2c(c1)OCO2 (stereo not drawn)	-4.8	-4.1	-12.0	-1.5	i	22.6	3.1	-15.2	-0.3	·
CSc1ccc(S(=O)(=O)N(CC(=O)NN=C2CCN(C)CC2)c2ccc(C)cc2)cc1	-28.2	5.2	-3.9	5.8	-0.2	9.8	-2.6	1.1	-1.1	0.3
O=C(NC1CCCC1)C(c1cccnc1)N(Cc1ccccc1F)C(=O)c1csnn1 (stereo not drawn)	2.3	6.3	-7.0	1.4	i	11.8	3.8	-2.7	2.1	-3.0
C=CCNC(=S)N/N=C/c1ccc(OCc2ccccc2Cl)cc1	9.0	0.0	1.8	2.9	i	-32.1	26.7	·	?	·
O=C(Nc1nc(-c2cc3ccccc3oc2=O)cs1)c1ccc(Br)o1	-15.4	10.9	1.2	2.5	i	-16.7	-9.2	2.9	-1.6	·
Cc1cc(C(=O)N2CCCc3ccccc32)ccc1[N+](=O)[O-]	-3.0	12.0	10.1	0.4	-0.7	2.3	7.2	7.0	0.2	2.2
O=C(c1cccnc1)N1N=C2CCCCCC2C1(O)C(F)(F)F (stereo not drawn)	-2.4	-7.1	-3.7	8.5	0.4	0.8	8.1	-9.2	0.5	1.4
COc1ccc(CSC2=NCCN2)cc1Cl	0.1	-24.8	-4.7	2.5	i	-10.2	2.5	-24.3	-0.1	·
CCc1ccc(OCC(=O)NNC(=O)c2cc(S(=O)(=O)N3CCOCC3)ccc2N2CCCC2)cc1	-3.7	7.9	-4.2	·	i	·	-2.6	-21.9	1.1	0.6
COCCN(C(=O)/C=C/c1cccc([N+](=O)[O-])c1)c1c(N)n(Cc2ccccc2)c(=O)[nH]c1=O	-12.2	-0.3	-1.9	0.2	-0.5	2.6	6.7	1.9	-1.2	-0.8
CCOc1cc2[nH]c(=S)n(Cc3ccc(C(=O)NCCCN(CC)CC)cc3)c(=O)c2cc1OCC	-5.0	10.9	-1.6	-3.2	-1.1	35.4	-5.9	-13.4	1.1	-0.1
Cc1cccc(NC(=O)c2cnn(C)c2)c1C	-4.5	3.3	-1.4	2.4	-0.4	-3.8	1.0	-10.3	1.0	0.4
O=C(CSc1cn(Cc2ccccc2)c2ccccc12)Nc1nccs1	3.0	-19.5	-2.3	-0.1	-0.6	16.6	14.9	1.4	0.0	1.5
COc1ccc(/C=C(\NC(=O)c2ccccc2)C(=O)NCc2ccco2)cc1	4.9	7.2	4.3	-0.9	-0.3	24.0	-0.5	1.5	-0.8	0.1
CN(C)c1ccc(C2C3C=CC(C3)C2(C#N)C(=O)O)c(Br)c1 (stereo not drawn)	-0.8	0.5	-12.6	1.2	-0.6	10.1	3.2	-0.4	-0.6	-0.5
CCCc1nnc(NC(=O)CCC(=O)N2CCN(Cc3ccc(F)cc3)CC2)s1	-13.5	4.2	-2.7	-2.2	-0.4	42.3	3.7	-8.3	-1.9	-6.1
Cc1nn(Cc2cccc(C(=O)N3CCCC(C)C3)c2)c(C)c1[N+](=O)[O-] (stereo not drawn)	2.5	-2.1	-1.8	-5.4	i	16.6	11.8	-8.5	6.0	·
COc1cc(SC#N)ccc1N=Cc1c(C)[nH]n(-c2ccc(Cl)cc2)c1=O	2.6	39.3	-0.4	0.0	3.3	-7.0	0.9	-6.1	-0.9	·
O=C(NCCO)C(=O)Nc1cc2c3c(c1)CCN3C(=O)CC2	-1.1	10.7	1.0	-4.7	-0.2	-41.3	1.7	0.0	-1.5	1.5
CCC(Cc1ccccc1)NS(=O)(=O)c1ccc2c(c1)NC(=O)C(C)S2 (stereo not drawn)	-0.9	6.0	-0.5	3.7	-0.3	20.2	35.5	3.2	2.9	-0.1
CCOC(=O)c1sc(NC(=O)C2CC=CCC2C(=O)O)nc1C (stereo not drawn)	-5.0	-0.9	0.9	1.4	-0.6	2.6	-11.2	2.9	-0.8	·
COc1ccccc1CNCc1cc(=O)oc2c(C)c(C)ccc12	-4.5	3.9	-1.9	2.8	-0.4	33.4	31.7	-5.0	1.8	0.7
CCn1c(C)c(C2=CCN(S(=O)(=O)c3ccccc3)CC2)c2ccccc21	-55.7	19.8	0.4	-1.5	-0.4	-4.5	16.3	-4.9	-0.6	·
O=C(NC1CC1)C1CCN(C2CCN(C(=O)/C=C/c3ccc(F)cc3)CC2)CC1	1.0	1.8	3.4	-7.2	-0.3	-3.9	-3.4	-8.4	-0.5	3.6
Cc1cccc(-c2onc3ccc(C(=O)/C=C/N(C)C)cc23)c1	-2.2	2.3	9.5	5.6	i	23.9	14.1	-8.0	-1.6	1.4
Cc1nn(-c2ccccc2)c(Cl)c1/C=N/NC(=O)c1ccco1	-5.9	7.7	8.7	6.1	0.4	-23.3	2.1	·	2.0	·
O=C(N/N=C/c1cccnc1)c1ccc(NC(=O)c2ccc(F)cc2)cc1	-8.3	6.8	-1.7	-2.4	-1.2	25.9	3.9	·	-0.1	0.4
NC(=S)Cc1nc(-c2ccc(Cl)cc2)cs1	-2.1	8.4	2.7	-0.3	-0.2	4.8	-14.9	4.8&3.0	-1.1	0.2
CSc1nc2ncc3c(n2n1)CC1c2ccccc2CCN1C3=O (stereo not drawn)	-8.5	1.8	-2.2	5.9	-0.7	7.2	3.7	5.2	1.5	·
Cc1nnc(SCC(=O)N/N=C/c2cn(-c3ccccc3)nc2-c2ccccc2)n1-c1ccccc1	-3.4	-7.2	-1.8	7.1	3.4	-6.9	26.3	·	-1.0	·
COc1ccc(Cl)cc1NC(=O)CNc1ccccc1F	-5.7	-7.3	-0.1	5.8	-0.1	4.6	-6.2	-12.5	2.2	·
O=C(Nc1ccc(N2CCCC2)c(Cl)c1)c1ccc([N+](=O)[O-])o1	·	4.4	-12.5	-0.1	-0.3	-33.5	0.2	44.6*	4.5	2.0
Cc1c2c(=O)n(-c3nc4ccccc4s3)nc-2cc(O)n1Cc1ccccc1	·	-2.6	-6.3	10.0	-0.9	16.5	1.3	-2.9	0.4	·
O=C(CNC(=S)N(Cc1ccc(F)cc1)C1CCCCC1)NC1CC1	3.3	-18.3	-4.1	-4.0	-1.2	-4.6	2.8	-3.7	-0.3	·
COC(=O)C1=C(c2c(C)noc2C)C[C@@H]2CC[C@H]1N2C(=O)NCc1ccc2c(c1)OCO2	-2.4	0.2	-9.3	·	i	·	-2.5	-15.1	2.8	0.9
CCOC(=O)C1CCN(S(=O)(=O)c2ccc(C(=O)OC)cc2)CC1	-7.9	1.0	1.9	4.6	-3.6	-14.0	-4.7	-5.3	-0.7	0.4
CC(Sc1nc2ccccc2s1)C(=O)NC1CCCc2ccccc21 (stereo not drawn)	-12.8	1.9	2.5	1.9	-0.3	-8.9	17.5	-52.5	1.7	·
Cc1cccc(C)c1N(C(=O)c1ccco1)C(C(=O)NC1CCCC1)c1ccncc1 (stereo not drawn)	3.4	1.8	-9.0	-6.3	-0.4	27.7	4.2	-0.2	-0.6	-0.2
Cc1cc(C)cc(C(=O)N2CC(=O)Nc3ccccc32)c1	3.9	2.7	0.1	3.1	-25.0	22.8	-8.5	0.5	0.0	·

From PubChem BioAssay
